ERG Ets-DNA blk = inhibitors of human ERG Ets domain-DNA interaction. P11308. fluorescence polarization, His-ERG Ets domain / labelled DNA. Potency, µM (top dose mostly 76.9 µM), without a hit: at the highest dose FP activity, negative = inhibition, hits mostly inhibitors. 370,000 compounds, 0.028% hits; active means well fitted inhibition curve with a large enough effect in the polarisation, with a control signal flat; inconclusive means small, poorly fitted or top-dose-only effect, or effect the other way, or a change in a side signal; inactive means no such curve, though single readings can be large or run the other way; the % refers to the polarisation;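 further: polarization taken with two DNA probes labelled with fluorescein and Texas red; potency means the concentration at half of the fitted maximal effect; % of control where 0% means no effect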
Target sequence (P11308 whole entry, looked up, the tested form may be a part): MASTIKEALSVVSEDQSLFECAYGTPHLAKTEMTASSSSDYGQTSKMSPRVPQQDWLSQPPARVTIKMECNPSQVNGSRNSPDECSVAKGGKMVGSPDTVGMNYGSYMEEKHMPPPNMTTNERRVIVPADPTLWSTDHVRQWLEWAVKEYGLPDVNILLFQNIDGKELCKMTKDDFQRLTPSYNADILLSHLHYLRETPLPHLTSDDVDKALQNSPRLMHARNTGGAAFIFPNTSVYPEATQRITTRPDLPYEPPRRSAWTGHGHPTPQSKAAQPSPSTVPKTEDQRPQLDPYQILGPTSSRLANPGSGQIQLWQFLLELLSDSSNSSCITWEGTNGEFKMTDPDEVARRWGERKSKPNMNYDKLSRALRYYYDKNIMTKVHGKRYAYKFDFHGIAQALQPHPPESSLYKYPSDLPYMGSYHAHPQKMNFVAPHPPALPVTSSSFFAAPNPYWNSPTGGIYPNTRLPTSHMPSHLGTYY
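His-tagged ERG Ets domain (1 uM in the protein solution; 300mM KCl, 50mM Tris-HCl, 1mM EDTA, 1mM DTT, pH 7.5) received compound, then a probe mix of 5 nM fluorescein-DNA and 100nM Texas-615-DNA. Fluorescence polarization was read for both dyes.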
Pol beta inh = inhibitors of human DNA polymerase beta; 340,000 compounds, 1.3% hits; AID 485314; Pol beta primer extension/strand displacement, fluorescence kinetic; Potency, µM (doses to about 114 µM), for inactives: at the highest dose activity change, negative = inhibition, most hits filed as inhibitors; further: potency means the concentration at half of the fitted maximal effect; on the % scale 0 is the no-effect control and ±100 the full control effect
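10 nM enzyme + cpd, 15 min RT; start with substrate 50 nM final; read 0 min and after 10 min RT. Corrected, normalized data; 4-parameter Hill curve fit.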
RGS4 inhibitor = inhibitors of human regulator of G protein signaling 4; 390,000 compounds, 0.039% hits; Transcreener GDP fluorescence polarization, RGS4-accelerated GTP hydrolysis; AID 504845; Potency, µM (titrated, usually from 114 µM), without a hit: at the top dose activity change, negative = inhibition, usual class: inhibitors; further: potency means the concentration at half of the fitted maximal effect; on the % scale 0 is the no-effect control and ±100 the full control effect; nearly all actives have a fitted effect of over 75% in size; some results filed as inactive show a strong effect at the top dose
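MLSMR compounds (23 nl, pin-transferred) preincubated 10 min at room temperature with a 500nM (2x) first reagent, then RGS4 at 900nM (2x) plus Transcreener GDP mix added; fluorescence polarization (620/688 nm) read before and after 90 min at 30 °C.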
Pol kappa inh = DNA polymerase kappa (human) inhibition; Q9UBT6; purified Pol kappa, fluorescent DNA synthesis assay, 10 min; Potency, µM (highest dose often 107 µM), for the others: at the highest dose activity, negative = inhibition, hits mostly inhibitors; 400,000 compounds, 0.53% hits; further: potency means the concentration at half of the fitted maximal effect; on the % scale 0 is the no-effect control and ±100 the full control effect
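Activity was followed as the change in fluorescence between reads at 0 and 10 min after starting the reaction with 50 nM substrate. Beforehand, 10 nM polymerase had been preincubated with compound for 15 min at room temperature.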
LDHA inh = inhibitors of human lactate dehydrogenase A; purified LDHA, NADH/diaphorase-resazurin fluorescence; active compounds read low; P00338; activity change, % (values are at about 110 or 230 µM); 480,000 compounds, 0.15% hits; in the data active means activity change below about -30%; inconclusive means mostly about -25% to -30%;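 further: plate controls were DMSO wells for no effect and wells without enzyme for full effect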
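Remaining NADH was detected by diaphorase (0.133 mg/mL) converting 37 µM resazurin to fluorescent resorufin, read at 0 and 20 minutes. The preceding 5-minute room-temperature reaction used 2 nM LDHA, 0.2 mM sodium pyruvate and 0.06 mM NADH at pH 7.4.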
APEX1 inh = APE1 (human) endonuclease inhibition; AID 2517; recombinant APE1, TAMRA/BHQ-2 abasic DNA cleavage fluorescence; P27695; 350,000 compounds, 0.35% hits; Potency, µM (titrated, usually from 65.8 µM), inactives show at the highest dose activity change, negative = inhibition, hits mostly inhibitors;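 further: potency means the concentration at half of the fitted maximal effect; plate controls were vehicle for no effect and reference inhibitor for full effect; nearly all actives have a fitted effect of over 55% in size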
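APE1 at 0.75 nM preincubated 15 min at room temperature with compound. Reaction then started with 50 nM double-stranded THF-abasic substrate labelled with TAMRA/BHQ-2, and 525/598 nm fluorescence read kinetically. Activity taken as third-minus-first read difference, normalized to DMSO and NSC13755 controls.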
12-LOX inh = blocks human arachidonate 12S-lipoxygenase; 580,000 compounds, 1.1% hits; P18054; purified 12hLO, xylenol orange hydroperoxide absorbance; Potency, µM (top dose mostly 108 µM), without a hit: at the top dose activity change, negative = inhibition, actives largely listed as inhibitors; further: potency means the concentration at half of the fitted maximal effect; on the % scale 0 is the no-effect control and ±100 the full control effect
Target sequence (P18054 whole entry, looked up): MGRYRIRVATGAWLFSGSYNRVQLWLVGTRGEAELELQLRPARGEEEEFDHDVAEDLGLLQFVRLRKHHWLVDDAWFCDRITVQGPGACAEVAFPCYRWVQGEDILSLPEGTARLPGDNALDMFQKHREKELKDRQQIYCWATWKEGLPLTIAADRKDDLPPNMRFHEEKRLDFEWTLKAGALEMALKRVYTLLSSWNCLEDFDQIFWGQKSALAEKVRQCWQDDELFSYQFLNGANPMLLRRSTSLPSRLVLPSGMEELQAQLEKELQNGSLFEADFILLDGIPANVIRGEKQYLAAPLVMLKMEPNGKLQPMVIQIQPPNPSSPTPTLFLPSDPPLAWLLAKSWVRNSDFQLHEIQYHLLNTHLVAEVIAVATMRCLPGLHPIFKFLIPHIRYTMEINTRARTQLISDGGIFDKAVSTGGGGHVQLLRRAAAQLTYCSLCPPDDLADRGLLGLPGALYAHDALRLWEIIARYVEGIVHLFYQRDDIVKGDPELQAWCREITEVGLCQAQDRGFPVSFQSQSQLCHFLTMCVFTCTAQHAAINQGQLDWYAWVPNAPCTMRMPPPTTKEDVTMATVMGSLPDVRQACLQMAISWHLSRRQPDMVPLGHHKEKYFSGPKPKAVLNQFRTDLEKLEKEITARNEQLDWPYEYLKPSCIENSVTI
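Purified human 12hLO (150 nM final) in 25 mM Hepes, 0.01% Triton X-100, pH 7.0 was preincubated 15 min at room temperature with compound. Then 40 uM arachidonic acid was added, 30 min. Hydroperoxide was read by Fe-XO absorbance ratio 573/405 nm.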
Anesthetic bind = candidate novel general anesthetic via apoferritin binding | P02791 | apoferritin/1-aminoanthracene competitive binding, fluorescence | Potency, µM (top dose mostly 77.5 µM), for inactives: at the highest dose activity change, negative = displacement, hits mostly inhibitors | 350,000 compounds, 0.074% hits; further: potency means the concentration at half of the fitted maximal effect; on the % scale 0 is the no-effect control and ±100 the full control effect; nearly all actives have a fitted effect of over 20% in size
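10 uM apoferritin + 50% sat. 1-AMA, PBS; cpd 10 min RT; Ex380/Em535 endpoint; normalized to free probe vs complex; 4-param Hill fit; propofol titration as pos. ctrl.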
POLH inh = blocks human DNA polymerase eta activity. Potency, µM (series often up to 114 µM), for inactives: top-dose activity change, negative = inhibition, most hits filed as inhibitors. recombinant Pol eta, fluorescent DNA replication assay. 390,000 compounds, 1.2% hits; further: potency means the concentration at half of the fitted maximal effect; on the % scale 0 is the no-effect control and ±100 the full control effect
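Pol eta at 10 nM preincubated with compounds 15 min at room temperature; reaction started with fluorescent substrate (50 nM final) and read kinetically at 0 and 10 min.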
Active calls of the source: *; ? = inconclusive; nt = no result given; & = joins results of further samples; [ ] = dose if it differs, or a comment. Unless noted, the call rests on the fitted dose curve; in most records, active means well fitted curve in the direction sought with a large enough effect; inconclusive means small, poorly fitted or top-dose-only effect, or another doubt; inactive means no such curve, though single readings can be large; an effect the other way counts as inactive or inconclusive. Only part of the results is shown; count on the stated rates, not on these rows.

Every second line gives: Pol beta inh | RGS4 inhibitor | ERG Ets-DNA blk | APEX1 inh | Anesthetic bind | Pol kappa inh | 12-LOX inh | LDHA inh | POLH inh
[1] COc1ccc(N2C(=O)CC(Nc3ccc(C)cc3)C2=O)cc1 (stereo not given)
  5% | 25% | -23% | 2% | -8% | 3% | -23% | -16 | -3%
[2] CCn1ccc2c(OCC(=O)Nc3ccc(C)c(Cl)c3)cccc2c1=O
  -14% | -18% | -2% | nt | ? | -8%[60.1 µM] | ? | 1 | -21%
[3] CCOc1ccc(Nc2oc(-c3ccc(Cl)cc3)nc2C#N)cc1
  18% | 16% | -5% | 0% | -7% | -9% | ? | 2&-2 | -9%
[4] CCCCN1C(=O)C2(OCCCO2)c2cccc(C)c21
  17% | 0% | -2% | 17% | -8% | -8% | 0% | -2 | -17%
[5] COc1cc(C(=O)NCC(=O)NCC2COc3ccccc3O2)cc(OC)c1OC (stereo not given)
  nt | 4% | -1% | 6% | nt | -15% | 13% | -5 | -14%
[6] NC(=O)c1ccc(-n2nc(C(F)(F)F)c3c2CCCC3)cc1
  6% | 4% | 2% | 0% | -17% | -19% | -12% | -8 | -21%
[7] NCCS(=O)(=O)NC1CCCCC1
  9% | 20% | -4% | 3% | 1% | -3% | 4% | -3 | 12%
[8] Cc1ccc(NC(=O)c2nc[nH]c2C(=O)N[C@H](C)c2ccccc2)cc1
  nt | 0% | 3% | -17% | nt | -21% | ? | 0 | ?
[9] Cc1cccc(NC(=O)c2ccc(NCCc3ccccc3)c([N+](=O)[O-])c2)c1
  19% | -6% | 0% | 2% | 2% | -10% | -5% | -3 | -11%
[10] CCOC(=O)C1(Cc2ccc(Cl)cc2)CCN(C(=O)c2ccoc2)CC1
  -12% | -1% | 8% | -2% | -15% | 5% | -3% | -2 | -25%
[11] CCn1c(CC(C)C)n[nH]c1=S
  -4% | 3%[11.4 µM] | -19% | 12% | -14% | -1% | ? | -1 | -3%
[12] CCc1cccc(NC(=O)C2CCCN2S(=O)(=O)c2ccc3c(c2)CC(C)N3C(C)=O)c1 (stereo not given)
  0% | 0% | -4% | -2% | -16% | -17% | 84% | 0 | -24%
[13] CC(=O)c1c(C)nc2ccc(C)cc2c1-c1ccccc1
  2% | -6% | 2% | 0% | ? | 3% | -1% | -2 | -18%
[14] O=C(Oc1ccc(/C=N/NC(=O)c2ccccc2O)cc1)c1ccccc1
  -18% | 2% | -2% | -4% | -10% | -16% | -2% | -1 | ?
[15] CC(NC(=O)C(=O)N1CCOCC1)C(c1cccs1)N1CCN(c2ccccc2F)CC1 (stereo not given)
  63% | -4% | -16% | 37% | -4% | 6% | 16% | -2 | 8%
[16] C=CCNC(=O)CN1CCC(c2nc3cc(C)c(C)cc3[nH]2)CC1
  15% | -15%[56.9 µM] | -4% | 26% | 7% | -16% | 24% | -7 | 0%
[17] CC(=O)c1ccc(OCCCC(=O)Nc2ccc(S(=O)(=O)N3CCOCC3)cc2)cc1
  nt | -14% | -17% | 32% | nt | -1% | -10% | -1 | -13%
[18] Cc1ccccc1OCCSc1nnc(-c2ccc([N+](=O)[O-])cc2)o1
  -26% | 5% | -1% | nt | -2% | 10% | -21% | 2 | nt
[19] CCC1CCc2c(sc(NC(=O)C3c4ccccc4Oc4ccccc43)c2C#N)C1 (stereo not given)
  -1% | -19% | -2% | nt | -1% | -14% | -18% | -2 | -11%
[20] CCOc1ccccc1N(CC)C(=O)Nc1cn(C)c(=O)c2ccccc12
  1% | -12% | 0% | nt | -7% | -12% | -8% | -12 | -3%
[21] COc1ccc2nc(SCC(=O)NC3CCCc4ccccc43)[nH]c2c1 (stereo not given)
  ? | -14% | 1% | -5% | ? | -5% | -8% | -5 | -23%
[22] COc1ccc(CC(=O)Nc2cc(-c3nc4cccnc4s3)ccc2C)cc1
  14% | 5% | 5% | nt | -2% | -15% | 1% | -2 | -7%
[23] CCn1c(C)cc(C(=O)CSc2nnnn2C2CCCC2)c1C
  nt | -14% | nt | -10% | nt | -12% | -17% | -1 | ?
[24] CC(C)CC(=O)Nc1cccc(-c2nc3ccccc3o2)c1
  1% | -18% | -1% | 3% | ? | 1% | ? | -3&3 | 0%
[25] COc1ccc(C)cc1Nc1nc(C)nc2c1oc1ccccc12
  -2% | -35% | -4% | 18% | -7% | -4% | 35µM* | -5 | ?
[26] COc1ccc(C(=O)NCC2(c3ccc(OC)c(OC)c3)CCCC2)c(OC)c1
  13% | -3% | 3% | -12% | -15% | -25% | 10% | -3 | -14%
[27] CN1CCCN(S(=O)(=O)c2ccc3ccccc3c2)CC1
  21% | -47% | -1% | 19% | 5% | 4% | -8% | -1 | -15%
[28] CC(=O)N1CCOc2ccc(S(=O)(=O)N3CC(C)CC(C)C3)cc21 (stereo not given)
  -2% | -8%[56.9 µM] | 21% | -10% | -6% | -11% | 1% | 0 | -5%
[29] COc1ccc(NC(=O)c2cccs2)cc1
  -3% | 25% | 5% | -1% | 0% | -6% | -3% | -1 | -8%
[30] COc1ccc(CC(=O)NCCc2sc3nc(-c4ccc(OC)cc4)nn3c2C)cc1
  23% | 24% | -5% | nt | 4% | -5%[60.1 µM] | ? | -4 | -7%
[31] CCc1nn(CCCN2CCN(c3cccc(Cl)c3)CC2)c(=O)n1CCOc1ccccc1
  3%&-11% | 16%&-8% | 15%&-1% | 34%&-4%&-5%&8%&-2% | 4%&20%&2%&-8% | 1%[60.1 µM] | ? | 1&-1 | -12%&-16%
[32] CCCn1c(-c2cccc(Br)c2)nc2ccccc21
  -14% | 6% | 0% | nt | ? | -18% | -29% | -5 | -8%
[33] COc1ccc2c(CC(=O)Nc3ncc(C)s3)coc2c1
  -10% | 22% | -7% | 2% | 5% | -20% | -13% | -6 | -8%
[34] O=C(CN1CCOCC1)NN=C(c1ccccc1)c1ccccc1
  0% | 5% | -23% | -2% | -13% | -12% | -5% | -5 | -24%
[35] CN(C)S(=O)(=O)c1cccc(CNCC2COc3ccccc3O2)c1 (stereo not given)
  19% | 12% | 11% | -6% | -11% | 15% | ? | -10 | -13%
[36] Clc1ccc(N2CCN(c3ncnc4c3nc3n4CCCC3)CC2)cc1
  -3% | 33% | 1% | nt | 62%[activator] | -4% | -12% | -14 | 0%
[37] COc1ccc(CN(C(=O)c2cccs2)c2nccs2)cc1OC
  15% | 17% | -5% | 13% | -5% | -3% | 7% | 1 | -17%
[38] N#Cc1cccc(NC(=O)COC(=O)c2ccc3c(=O)n4c(nc3c2)CCC4)c1
  18% | nt | nt | 13% | -3% | nt | -10% | nt | nt
[39] Cc1ccsc1/C=N/NC(=O)CNC(=O)c1ccccc1
  93% | 33% | 1% | 22% | ? | -24% | -18% | -5 | 2%
[40] COC(=O)c1cc(-c2ccc(OC)c(OC)c2)n[nH]1
  -9% | 1% | -3% | 9% | -7% | 0% | 38% | -2 | -12%
[41] CCS(=O)(=O)c1ccc(C(=O)NC)c(Cl)c1Cl
  -13% | 6% | -6% | 12% | -5% | -8% | -4% | -13 | -8%
[42] CCO/C(C)=C1\C(=O)Nc2ccccc21
  5% | -2% | 1% | 3% | -7% | -6% | -5% | -19 | -6%
[43] Cc1ccc(NC(=O)c2cc3ccccc3oc2=O)cc1S(=O)(=O)N(C)C
  7% | 8% | 0% | 14% | 3% | 2% | nt | -1 | -3%
[44] CCOC(=O)C1CCN(S(=O)(=O)Cc2ccccc2)C1=O (stereo not given)
  22% | 22% | 4% | 2% | -8% | -7% | 8% | -4 | 7%
[45] O=C(Nc1ccc(F)cc1)c1cc2c(s1)CCCC2
  9% | -11% | 1% | 0% | -13% | 0% | ? | -3 | -15%
[46] Cn1c2ccccc2c2n[nH]c(=O)nc21
  -7% | 8% | -3% | -1% | 0% | 4% | -7% | -1 | -13%
[47] Cc1ccc2[nH]c(CSc3ccccc3)cc(=O)c2c1
  6% | -19%[56.9 µM] | -5% | 40%[activator] | -8% | 0% | 0% | -8 | -8%
[48] Cc1nc(NCc2ccccn2)c2c3c(sc2n1)CCCC3
  -9% | -13% | -8% | 1% | -9% | -17% | -8% | -7 | -19%
[49] Cn1cnnc1SC(C(=O)Nc1cccc(C(F)(F)F)c1)c1ccccc1 (stereo not given)
  7% | -12% | 2% | -2% | ? | -6% | -17% | -1 | 1%
[50] COc1cc(CNCCO)cc(Cl)c1OCc1ccccc1Cl
  -5% | -23% | 7% | 2% | ? | -1% | -21% | 0 | -16%
[51] Cc1ccc(CN(C(=O)c2ccc(F)cc2)c2ccccn2)o1
  2% | 8% | -1% | nt | -8% | -23% | -3% | -8 | -15%
[52] N#Cc1cc2c([nH]c1=S)CCCCCC2
  20% | ? | nt | 10% | -19% | -13% | 16µM* | -5 | 9%
[53] Cc1ccc(S(=O)(=O)N2CCCN(C(=O)OC(C)(C)C)CC2)cc1
  9% | 8% | 1% | 1% | -4% | -3% | 100%[activator] | -3 | -9%
[54] Cc1ccc(C=NNC(=O)c2cc(-c3cccnc3)nc3ccccc23)o1
  nt | 2% | 0% | -21% | nt | -6% | 10µM* | -4 | -1%
[55] COCCCNC(=O)c1ccc(N(C)S(C)(=O)=O)cc1
  -26% | 6% | nt | 1% | -1% | -13% | -9% | 6 | -1%
[56] CC(=O)Nc1ccc(NC(=O)COC(=O)C2(c3ccc(Cl)cc3)CCCC2)cc1
  16% | -23% | 9% | 2% | 1% | -7% | -17% | -6 | -5%
